# Source: PubChem (The Scripps Research Institute Molecular Screening Center)
# TEAD-YAP inh = TEAD-YAP interaction inhibition, primary screen, TEAD-YAP interaction inhibitor project, luminescence, HEK-TIYL cells; TEAD-Gal4/YAP UAS-luciferase luminescence; inhibition, % at 9.12 µM; hit rate 1.4% among 640,000; AID 1259422, 2018; in the data active = inhibition above about 32%;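 note: 0% = median of test compound wells and 100% = reference inhibitor wells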
# MITF inh = MITF inhibitors, primary screen, biochemical, AlphaScreen, human | Microphthalmia-associated transcription factor (Homo sapiens), O75030 | hit rate 0.91% among 650,000 | inhibition, % at 2.6 µM | AlphaScreen MITF homodimerization, bead proximity signal; in the data active = inhibition above about 50%;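 note: 0% = vehicle wells with protein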
# Target sequence (O75030 whole entry, looked up): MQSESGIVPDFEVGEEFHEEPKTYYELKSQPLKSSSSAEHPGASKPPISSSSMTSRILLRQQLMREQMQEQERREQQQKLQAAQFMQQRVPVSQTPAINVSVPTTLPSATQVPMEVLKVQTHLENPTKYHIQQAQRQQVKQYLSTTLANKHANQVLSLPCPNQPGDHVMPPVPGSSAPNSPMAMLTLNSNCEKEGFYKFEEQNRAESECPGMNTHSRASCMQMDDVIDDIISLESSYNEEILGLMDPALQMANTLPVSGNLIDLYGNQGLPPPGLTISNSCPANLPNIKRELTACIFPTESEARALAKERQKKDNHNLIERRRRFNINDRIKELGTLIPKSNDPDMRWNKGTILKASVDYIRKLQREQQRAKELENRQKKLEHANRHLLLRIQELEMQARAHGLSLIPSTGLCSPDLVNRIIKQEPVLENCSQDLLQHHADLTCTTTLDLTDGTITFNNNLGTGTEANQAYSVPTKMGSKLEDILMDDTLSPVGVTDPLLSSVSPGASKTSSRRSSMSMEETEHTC
# GPR151 ag = activators of human GPR151, primary screen, cell-based, PathHunter beta-arrestin, luminescence; G-protein coupled receptor 151 (Homo sapiens), Q8TDV0; hit rate 1% among 650,000; PathHunter beta-arrestin GPR151 cells; activation, % at 11.2 µM; in the data active = activation above about 4.9%;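 note: 0% = median of compound wells and 100% = cells with positive control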
# Target sequence (Q8TDV0 whole entry, looked up): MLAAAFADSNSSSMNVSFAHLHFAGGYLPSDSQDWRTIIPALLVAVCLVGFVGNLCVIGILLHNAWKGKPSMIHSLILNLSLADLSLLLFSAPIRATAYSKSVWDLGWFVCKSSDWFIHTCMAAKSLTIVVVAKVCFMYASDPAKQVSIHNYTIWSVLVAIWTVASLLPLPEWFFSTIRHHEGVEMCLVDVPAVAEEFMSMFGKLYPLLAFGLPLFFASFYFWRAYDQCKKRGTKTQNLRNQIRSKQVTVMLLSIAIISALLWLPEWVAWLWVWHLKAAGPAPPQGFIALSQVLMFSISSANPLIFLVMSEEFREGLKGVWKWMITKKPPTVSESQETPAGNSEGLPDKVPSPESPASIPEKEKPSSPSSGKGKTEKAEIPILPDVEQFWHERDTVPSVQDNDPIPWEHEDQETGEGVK
# FBW7 act = FBW7 E3 ligase activators, primary screen, biochemical, AlphaScreen, human; F-box/WD repeat-containing protein 7 (Homo sapiens), Q969H0; AID 1259310, 2017; AlphaScreen FBW7–phospho-cyclin E peptide binding, activator screen; normalized activity (activation), % at 26.1 µM; hit rate 0.13% among 650,000; in the data active = normalized activity above about 1.9%;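 note: purified mutant Fbw7 with reduced substrate affinity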
# Numbers without * were called inactive. An unsorted share of the library. About 3.5% of those tested had a hit in this group.
SMILES,TEAD-YAP inh,MITF inh,GPR151 ag,FBW7 act
CCC(Oc1ccccc1)C(=O)O/N=C(\N)c1ccc(OC)cc1 (stereo not drawn),-8,4,0.2,0.3
O=[N+]([O-])c1ccc2c(c1)CNc1ccccc1O2,-9,-1,-1.1,-0.2
CC(=O)N1CCN(C2=NC(=O)/C(=C\c3cccc([N+](=O)[O-])c3)S2)CC1,5,0,-0.4,-0.3
N#Cc1ccccc1OC(=O)CCN1C(=O)c2ccccc2C1=O,9,2,2.7,0.0
COc1ccnc(CN2C(=O)C(C)Oc3ccc(C(F)(F)F)cc32)c1OC (stereo not drawn),8,21,0.1,0.3
CCCCNCC(=O)NN(c1ccccc1)c1ccccc1,-7,29,0.1,0.1
CN(CC(=O)NCc1ccccn1)S(=O)(=O)c1ccc2c(c1)SCC(=O)N2,0,2,0.3,-0.2
CCSc1nnc(NC(=O)c2cccc(F)c2)s1,-32,6,-2.2,0.2
COc1cccc(CNc2ccc(S(N)(=O)=O)cc2)c1OCc1ccccc1F,5,-6,0.6,-0.2
NC(=S)Nc1nc2c(c(=O)[nH]1)CCCC2,-7,17,-0.3,0.2
O=C(C1CCCCN1S(=O)(=O)c1ccccc1[N+](=O)[O-])N1CCc2ccccc2C1 (stereo not drawn),0,-5,-2.3,-0.1
O=C1c2ccc(Oc3ccc([N+](=O)[O-])cc3)cc2C(=O)N1c1ccccc1F,2,-11,0.1,0.0
Cc1cc2nc3s/c(=C\c4cc(Cl)ccc4OCc4c(F)cccc4Cl)c(=O)n3c2cc1C,-4,13,0.7,0.1
COc1ccc(CN2CCN(S(=O)(=O)c3ccc([N+](=O)[O-])cc3)CC2)cc1OC,0,42,0.5,-0.1
Cc1nc2ccc(NS(=O)(=O)c3ccc(F)c(C)c3)cc2[nH]1,28,-7,0.5,-0.3
COc1ccc(C(C)=O)cc1CSc1cc(C)c2ccccc2n1,-18,3,-0.2,0.1
CSc1cccc(NC(=O)C2CCC(CNc3c(N4CCCCC4)c(=O)c3=O)CC2)c1 (stereo not drawn),0,5,0.0,-0.2
C/C(C(=O)O)=C1/OC(=O)c2ccccc21,2,0,-1.3,0.0
N#Cc1nc(-c2ccccc2F)oc1N1CCOCC1,1,4,-0.3,-0.2
O=C(O)C1CC=C(Cl)CC1C(=O)Nc1ccc(Cl)cc1[N+](=O)[O-] (stereo not drawn),-6,9,0.9,0.8
Cc1ccc2cc3c(N)c(C(=O)N4CC(=O)Nc5ccccc54)sc3nc2c1,1,-2,-0.9,0.5
CC(=O)OCC[C@H](C)CCC=C(C)C,-10,-6,0.0,-0.1
O=c1c(Cl)c(N2CCN(c3ccccc3)CC2)cnn1C12CC3CC(CC(C3)C1)C2,16,2,-0.5,0.0
COCCn1c(C)cn2c3c(=O)n(Cc4cccc5ccccc45)c(=O)n(C)c3nc12,-3,5,0.3,0.1
CCCn1c(N2CCCC(C)C2)nc2c1c(=O)[nH]c(=O)n2C (stereo not drawn),-31,-10,-0.1,-0.3
Cc1cccc(NS(=O)(=O)c2cc(C(N)=O)ccc2Cl)c1C,-3,-6,0.2,0.8
O=C1Nc2ccc(Br)cc2/C1=c1/sc2n(c1=O)CCN=2,-1,0,-0.6,-0.1
COCCN1C(=O)/C(=C/c2ccc(O)cc2)SC1=S,0,3,-4.0,-0.3
CSc1nc2ccccc2n1CC(=O)Nc1ccc(C)c(C)c1,2,-9,0.4,-0.2
Cc1cccc(N2CCN(Cc3nnnn3CC3CCCO3)CC2)c1C (stereo not drawn),9,12,0.2,0.0
COc1ccc(C(=O)NNC(=O)C(c2ccccc2)c2ccccc2)cc1OC,6,21,-2.1,0.4
CCOC(=O)c1ccc(NC(=O)c2c(O)c3cc(OC)c(OC)cc3[nH]c2=O)cc1,1,-12,-0.2,-0.2
Cn1ncc2c(N3CCN(c4ccccc4)CC3)ncnc21,-10,-8,-1.2,-0.4
CCN(C(=O)Cn1c(C(C)O)nc2ccccc21)c1cccc2ccccc12 (stereo not drawn),10,0,-2.1,0.1
Cc1ccc(NC(=O)COC(=O)CN2C(=O)NC3(CC(C)CC(C)(C)C3)C2=O)cc1C (stereo not drawn),-2,12,-1.4,0.6
CCOC(=O)CCCNC(=O)c1cncc(O)c1,3,16,-0.6,0.1
COc1ccc(Cl)cc1N1C(=O)[C@@H]2C[C@H]1CN2C(=O)c1ccccc1-n1cccn1,8,6,-0.5,0.3
CC(C)n1c(Nc2cccnc2)nc2c(Nc3ccc(Oc4ccccc4)cc3)ncnc21,14,8,1.0,-0.1
S=C1NC2(CCCCCC2)NN1c1ccc(Cl)cc1,-14,-11,0.5,-0.1
O=C(CC1CCCC1)NCCn1ncc2c(N3CCN(Cc4ccccc4)CC3)ncnc21,8,1,-0.6,-0.1
CC1CC(C)CN(C(=O)C(NS(=O)(=O)c2ccc3c(c2)oc(=O)n3C)C(C)C)C1 (stereo not drawn),10,16,0.6,0.0
O=C(Cn1nnc(-c2ccc(NC(=O)c3cnccn3)cc2)n1)NCCc1ccccc1,-4,-9,0.5,-0.2
N#Cc1ccc(OCC(=O)Nc2nnc(-c3ccco3)o2)cc1,-6,2,-1.0,0.0
O=C(CC(=O)N/N=C\c1ccccc1C(F)(F)F)NCc1ccccc1,13,6,1.5,-0.1
O=C(N/N=C/C(Br)=C/c1ccccc1)C1CC1,-24,-11,-1.4,0.0
CCC(C)n1c(=S)[nH]c2cc(C(=O)OC)ccc2c1=O (stereo not drawn),3,15,-1.0,0.8
COCCNC(=O)c1cc(-n2cnnc2)ccc1Cl,9,10,0.7,0.2
C=CCOc1ccc(/C=N/NC(=O)C(=O)Nc2cccc(OC)c2)cc1OC,-54,-2,-1.0,0.1
CN(C)c1ccc(/C=N\Nc2nc3ccccc3[nH]2)cc1,-36,17,1.8,-0.3
CC1=C(C(=O)Nc2ccc(Cl)cc2)C(c2ccc(Cl)cc2)n2ncnc2N1 (stereo not drawn),-1,-5,0.1,0.0
CC1(C)Cc2c(sc3[nH]c(=S)n(-c4ccccc4)c(=O)c23)CO1,-10,-8,0.0,0.1
N#Cc1c(C(F)(F)F)c2c([nH]c1=S)CCCC2,0,8,-1.3,0.1
COc1ccc(-c2cnc(SCC(=O)Nc3cccc(NC(C)=O)c3)[nH]2)cc1,-2,-6,-1.2,0.0
COc1ccc(Br)cc1/C=C1/SC(N2CC(C)OC(C)C2)=NC1=O (stereo not drawn),-5,-3,-0.7,-0.1
O=C(CSc1ccccc1)Nc1ccc([N+](=O)[O-])cc1O,5,12,0.0,-0.1
O=C(C1CC12CCN(Cc1ccco1)CC2)N1CCN(C/C=C/c2ccccc2)CC1 (stereo not drawn),0,-8,-1.3,0.0
Cc1ccc(/C=C2/C(=O)NC(=O)N(C3CCCCC3)C2=O)o1,6,8,-0.4,-0.7
COc1ccc(CNC(=O)NC(=O)CC(C)C)cc1,-9,-5,0.1,-0.1
c1cc(C2CCCCC2)ccc1Oc1nc(N2CCOCC2)nc(N2CCOCC2)n1,5,-6,1.6,0.0
COc1cc(Nc2nc(-c3cccs3)nc3c2ncn3-c2ccccc2)cc(OC)c1OC,-1,9,-0.4,0.5
# Further results.
SMILES,TEAD-YAP inh,MITF inh,GPR151 ag,FBW7 act
Cc1ccc2c3c(ccc2n1)NC1=C(C(=O)CCC1)C3c1sccc1C (stereo not drawn),-6,4,1.0,-0.2
COc1ccccc1NC(=O)N(CCO)Cc1cc2cccc(C)c2[nH]c1=O,4,5,1.1,0.1
Cc1sc(NC(=O)c2ccc(Br)cc2)nc1-c1ccccc1,-6,5,-1.1,0.2
Cc1ccc2oc(-c3ccc(N4C(=O)c5cccnc5C4=O)cc3)nc2c1,-17,-5,-1.1,-0.3
Cc1cccc(C)c1NC(=O)C(NC(=O)C1CCCN1C(=O)OCc1ccccc1)c1ccccc1 (stereo not drawn),16,-6,-0.2,-0.2
CCOC(=O)C1=C(C)N=c2s/c(=C\c3ccc(-c4ccc(Cl)cc4Cl)o3)c(=O)n2C1c1ccc(OC)c(OC)c1 (stereo not drawn),-5,-4,0.4,-0.1
COC(=O)c1ccc(NC(=O)CC(C)CC(=O)O)cc1 (stereo not drawn),-6,-4,1.3,0.0
CCc1ccc(NS(=O)(=O)c2ccc3oc(=O)ccc3c2)cc1,-5,-5,0.5,0.0
Cc1cc2oc3c(c(=O)c2cc1Cl)C(c1cccc(Cl)c1)N(CCN(C)C)C3=O (stereo not drawn),-7,-5,0.9,-0.1
CCOC(=O)C1CCCN(C(=O)c2ccc(Cl)cc2[N+](=O)[O-])C1 (stereo not drawn),-7,-3,-0.5,0.0
C=CCN1C(=O)/C(=C\c2ccc(I)o2)C(=O)NC1=S,5,23,-0.5,-0.3
Cc1ccc(-n2c(SCC(=O)N3CCCCC3)nc(O)cc2=O)cc1,1,8,0.9,-0.1
OC1CCN(c2ccnc3c(-c4cccc5cccnc45)cnn23)CC1,-15,4,0.0,-0.5
COC(=O)c1ccccc1NS(=O)(=O)c1ccc(Cl)nc1,-2,17,-1.6,0.3
CC(=O)c1ccc(N/C(=N/S(=O)(=O)c2ccc(Cl)cc2)c2ccccc2)cc1,-13,8,1.6,0.0
CCCn1c(=N)c(C(=O)OC)cc2c(=O)n3cc(C)ccc3nc21,-2,13,-0.3,0.1
COc1cc(C2Nc3cccc4cccc(c34)N2)cc(OC)c1OC(C)=O,-3,-8,-0.2,-0.1
CC(=O)Oc1cc(OC(C)=O)c2c(C)c(C)c(=O)oc2c1,4,-10,0.8,0.1
Cc1sc2nc(C)n3c(=O)n(CCN4CCCCC4)nc3c2c1C,-7,-22,-1.0,0.1
Cc1nc(C)c2c(=O)oc3ccc(Cl)cc3c2c1C,-3,0,-0.2,-0.1
CCOc1ccc(-n2c(SCC(=O)Nc3ccc(C)cc3)nc3n[nH]c(C)c3c2=N)cc1,-6,17,-1.2,0.5
CN(c1ccccc1)c1ccc(CN2CCCC(N3CCOCC3)C2)cc1 (stereo not drawn),4,5,4.7,-0.2
N#CCOc1nc(N2CCCCC2)nc(N2CCCCC2)n1,-14,-3,1.2,-0.2
COCc1cc(C)nc2sc(C(=O)Nc3cccc(SC)c3)c(N)c12,-55,-6,2.5,0.3
COc1ccc2ccccc2c1/C=N/NC(=O)c1cccc([N+](=O)[O-])c1,-3,7,1.5,0.0
CC(NC(=O)CCC(=O)Nc1ccccc1O)c1ccccc1 (stereo not drawn),6,8,1.4,0.2
CC1CCN(C(=O)c2ccccc2[N+](=O)[O-])CC1,-6,-4,-1.0,1.0
CCCN(CCC)CC(O)COc1ccc([N+](=O)[O-])cc1 (stereo not drawn),-2,1,1.6,-0.1
O=C(O)c1cnn2c(C(F)(F)F)cc(-c3ccco3)nc12,6,32,2.8,-0.2
Cc1ccc2nc3c(cc(C(N)=O)c(=N)n3CCc3ccccc3)c(=O)n2c1,39*,5,-1.3,-0.1
O=C1C(Cl)=C(N2CCCCC2)C(=O)N1c1ccc(Br)cc1,18,-6,0.5,0.0
Cc1ccc2nc(-c3ccccc3)nc(-c3ccc(N)cc3)c2c1,5,6,-0.9,0.3
COc1ccc(CCNC(=O)CN(c2ccccc2OC)S(=O)(=O)c2ccc(C)cc2)cc1,-7,11,1.7,0.0
